Giardia FBPA inh: blocks Giardia fructose-bisphosphate aldolase activity; Potency, µM (highest dose often 59.6 µM), without a hit: at the highest dose activity, negative = inhibition, actives largely listed as inhibitors; purified Giardia FBPA; actives 0.71% (n = 290,000); A8B2U2; also: potency is read from the fitted curve at half-maximal effect; % is scaled to controls: 0 for no effect and ±100 for the full control effect; nearly all actives have a fitted effect of over 55% in size
Target sequence (A8B2U2 whole entry, looked up): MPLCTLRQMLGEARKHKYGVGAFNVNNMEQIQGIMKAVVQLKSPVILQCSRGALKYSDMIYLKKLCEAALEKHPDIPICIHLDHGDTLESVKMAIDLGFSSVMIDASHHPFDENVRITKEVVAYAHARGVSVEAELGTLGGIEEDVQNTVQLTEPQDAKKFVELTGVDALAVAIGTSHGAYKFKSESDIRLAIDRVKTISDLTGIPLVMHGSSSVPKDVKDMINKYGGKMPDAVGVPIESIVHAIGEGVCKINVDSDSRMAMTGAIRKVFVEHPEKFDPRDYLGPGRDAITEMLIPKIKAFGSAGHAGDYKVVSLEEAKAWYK
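40 nM FBPA preincubated 10 min at RT with compound (up to 57.5 uM final), then substrate plus GAPDH/TPI/NAD/arsenate coupling and diaphorase/resazurin added. Fluorescence read after 20 min at RT, 525/598 nm.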
Cycloheximide cs: counter-screen for Shiga toxin inhibitors: cycloheximide protein synthesis inhibition; cell reporter, cycloheximide protein synthesis inhibition counterscreen; max response, %; actives 12% (n = 300,000); AID 2314; in the data active = max response mostly above about 13%, no sharp cut-off; inactive = mostly below about 14%; also: read at 38.3 µM for the half of the compounds with a filed dose; 0% is about no effect
Pf growth 96h: inhibits malaria parasite growth, 96 h; P. falciparum luciferase reporter growth, 96 h; Potency, µM (doses to about 28.7 µM), inactives show at the top dose activity change, negative = inhibition, hits mostly inhibitors; actives 6.9% (n = 320,000); AID 504834; also: potency is read from the fitted curve at half-maximal effect; % is scaled to controls: 0 for no effect and ±100 for the full control effect
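Parasite growth measured via integrated firefly luciferase reporter in P. falciparum. Infected erythrocytes at 2% hematocrit, 0.05% parasitemia final were treated 96 hours at 37 C under 5% CO2, and luminescence was read.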
HCV inh: HCV inhibition; Huh7.5.1 HCVcc-Cre infection, luciferase reporter, 44 h; Potency, µM (titrated, usually from 41.8 µM), inactives show at the highest dose activity change, negative = inhibition, usual class: inhibitors; actives 3.4% (n = 340,000); also: potency is read from the fitted curve at half-maximal effect; % is scaled to controls: 0 for no effect and ±100 for the full control effect
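Compounds are dispensed onto cells plated 4 h earlier at 1,000 per well, with HCVcc-Cre virus (about 0.5 moi) added next. Following 44 h of culture, luminescent signal is measured for 15 sec after 15 min with substrate at room temperature.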
Pf growth 48h: inhibits P. falciparum growth in the first generation, 48 h. P. falciparum luciferase growth in erythrocytes, 48 h. Potency, µM (titrated, usually from 28.7 µM), inactives show top-dose activity change, negative = inhibition, most hits filed as inhibitors. actives 5.9% (n = 310,000). AID 504832; also: potency is read from the fitted curve at half-maximal effect; % is scaled to controls: 0 for no effect and ±100 for the full control effect
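Firefly luciferase activity from engineered P. falciparum reports growth; inhibitors lower the luminescent signal. Cultures contained 2% hematocrit erythrocytes at 0.1% final parasitemia.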
Shiga toxin inh: Shiga toxin inhibition; Vero cells, Shiga toxin protein synthesis inhibition reporter; inhibition, % at 38.7 µM; actives 9.2% (n = 290,000); in the data active = inhibition mostly above about 28%, no sharp cut-off; inactive = mostly below about 43%; also: 0% is about no effect
* marks the source's active call; other numbers are inactive results; i = inactive; u = inconclusive; x = no result given; & = joins results of further samples; [ ] = remark or other dose. Unless noted, calls follow the shape of the dose curve; as a rule, active = well fitted curve in the direction sought with a large enough effect; inconclusive = small, poorly fitted or top-dose-only effect, or another doubt; inactive = no such curve, though single readings can be large; an effect the other way counts as inactive or inconclusive.

smiles	Giardia FBPA inh	Cycloheximide cs	Pf growth 96h	HCV inh	Pf growth 48h	Shiga toxin inh
COc1ccc(OC)c(C2N(c3ccc(Cl)cc3)C(=O)C3CCCN32)c1 (stereo unspecified)	3%	-6	9.3µM*	-8%	-2%	18
CCOC(=O)C1CCCN(S(=O)(=O)c2cccc3nsnc23)C1 (stereo unspecified)	6%	-6	-4%	3%	15%	1
Cc1csc(C(C)N(C)C(=O)CCc2nnc(CCc3ccccc3)o2)n1 (stereo unspecified)	7%	9	u	4%	-3%	8
COc1ccc(C(=O)Nc2ccc(S(=O)(=O)Nc3onc(C)c3C)cc2)cc1	17%	-1	u	-19%&-3%	20%	44
Cc1cc(N=NC(=O)c2ccccc2)ccc1O	u	16	16%	0%	15%	20
Cc1ccc(NC(=O)c2cc(C)no2)cc1	3%	59*	-3%	2%	27%	80*
Cc1[nH]n2c(=O)cc(C(C)C)nc2c1-c1ccccc1	6%	-3	-12%	-23%	-1%	-15
O=C(NC12CC3CC(CC(C3)C1)C2)c1ccc(-c2ccccc2Cl)o1	0%	44*	36%	-9%	-19%	161*
Cc1noc(NS(=O)(=O)c2ccc(NC(=O)c3cnc4n(c3=O)CCS4)cc2)c1C	4%	-3	u	-4%	25%	0
CCCC(=O)Nc1c2c(nn1-c1cccc(C)c1C)CS(=O)(=O)C2	7%	10	u	11%	5%	44
CCOC(=O)Cc1csc(NC(=O)CCc2ccc(S(=O)(=O)N3CCOCC3)cc2)n1	-1%	-4	u	-18%	2.6µM*	-3
CSCCC(=O)Nc1ccc(C(C)=O)cc1	-1%	27*	104%[activator]	-1%	83%[activator]	114
CC1=CC(C)C2COC(c3ccc[n+](C)c3)C1C2C (stereo unspecified)	0%	1	u	34%[activator]	15µM*	-6
COc1ccc(S(=O)(=O)Nc2cc([N+](=O)[O-])ccc2OC)cc1	1%	-1	19%	-17%	18%	-6
CCOc1ccc(CN(C(=O)/C=C/c2ccco2)C2CCS(=O)(=O)C2)cc1 (stereo unspecified)	12%	-2	9%	15%	11%	-7
CC(C)c1ccc(NC(=O)CN2C(=O)NC(Cc3c[nH]c4ccccc34)C2=O)cc1 (stereo unspecified)	x	x	0%	u	u	x
CCN(CC)C(=O)CSc1nnc([C@H](CCSC)NC(=O)OC(C)(C)C)o1	10%	4	54%[activator]	16%	-6%	-1
COc1ccccc1CNC(=O)COC(=O)C1=COCCO1	-8%	-2	5.2µM*	19%	4%	-7
O=C(COc1ccc([N+](=O)[O-])cc1)NC(C(=O)O)C(O)c1cccc([N+](=O)[O-])c1 (stereo unspecified)	4%	-2	10%	27%	52%[activator]	-15
O=C(NCCCN1CCCC1)c1ccc2c(Cl)c3c(nc2c1)CCCC3	-9%	5	-17%	11µM*	-5%	-5

More records
smiles	Giardia FBPA inh	Cycloheximide cs	Pf growth 96h	HCV inh	Pf growth 48h	Shiga toxin inh
Cc1c(C)n2c(SCC(=O)N3CCCC3)nnc2[nH]c1=O	x	x	13%	12%	-28%	x
CC(C)C(=O)Nc1ccc(NC(=O)c2ccco2)cn1	-9%	23*	u	1%	106%[activator]	14
O=C(Nc1ccccc1)Nc1ncc([N+](=O)[O-])s1	-3%	35*	-64%	u	-61%	77*
NC(=S)Nc1cccc(Cl)c1	2%	8	27%	7%	6%	1
O=C(Nc1ccc(F)cc1F)Nc1sccc1-c1nc2ccccc2s1	u	3	u	u	u	17
CO/N=C\c1cc(C(=O)c2ccc(Cl)cc2Cl)cn1C	-3%	0	u	3%	-3%	34
COc1ccc(N(CC(=O)N/N=C/c2ccccc2OC)S(=O)(=O)c2ccccc2)cc1	-5%	-1	-15%	16%	x	4
CC(C)N(Cc1ccccc1)C(=S)Nc1ccccc1F	1%	2	0%	0%	-2%	7
Cc1nnc(SCC(=O)NNC(=O)c2ccco2)n1-c1ccccc1	-2%	-1	u	8%	0%	27
Cc1cccc(OCC(=O)N/N=C\C=C\c2ccc3c(c2)OCO3)c1C	5%	-3	45%[activator]	-2%	22%	-13
CCOC(=O)CC1C(=O)NCCN1S(=O)(=O)c1ccc(Cl)cc1Cl (stereo unspecified)	-4%	-1	u	7%	11%	25
Cc1ccc(NC2=C(NCCO)C(=O)c3ccccc3C2=O)cc1	u	32*	67%[activator]	5%	5.9µM*	87*
N#Cc1cc2c(nc1SCc1cccnc1)CCC2	1%	14	x	u	-5%	-9
CCc1c(O)nc(SCc2ccc(F)cc2)[nH]c1=O	0%	-1	110%[activator]	16%	19%	x
N/C(=N\OC(=O)c1cccs1)C1(c2ccc(Cl)cc2Cl)CC1	6%	7	0%	-5%	87%[activator]	-2
CC(Cc1ccccc1)NC(=O)CN1CCCC1=O (stereo unspecified)	4%	-1	7%	-6%	2%	-13
O=C1CC(c2ccccc2F)c2c(c3ccccc3[nH]c2=O)O1 (stereo unspecified)	2%	2	79%[activator]	9%	155%[activator]	-4
COc1ccc(S(=O)(=O)NCC(c2ccc(C)cc2)N2CCN(C)CC2)cc1OC (stereo unspecified)	x	x	-10%	u	9%	x
Cc1ccc(S(=O)(=O)N(C)c2ccc(C(=O)Nc3cccc(C)n3)cc2)cc1	x	1	0%	u	-2%	12
CC(C)(C)c1ccc(C(=O)NCC(=O)N2CCC3(CC2)NCCc2[nH]cnc23)cc1	-15%	-2	15%	4%	24%	-5

A different layout for part of the listing above.
COc1ccc(S(=O)(=O)NCC(c2ccc(C)cc2)N2CCN(C)CC2)cc1OC (stereo unspecified)
  Giardia FBPA inh: x; Cycloheximide cs: x; Pf growth 96h: -10%; HCV inh: u; Pf growth 48h: 9%; Shiga toxin inh: x

CO/N=C\c1cc(C(=O)c2ccc(Cl)cc2Cl)cn1C
  Giardia FBPA inh: -3%; Cycloheximide cs: 0; Pf growth 96h: u; HCV inh: 3%; Pf growth 48h: -3%; Shiga toxin inh: 34

Cc1ccc(NC2=C(NCCO)C(=O)c3ccccc3C2=O)cc1
  Giardia FBPA inh: u; Cycloheximide cs: 32*; Pf growth 96h: 67%[activator]; HCV inh: 5%; Pf growth 48h: 5.9µM*; Shiga toxin inh: 87*

Further compounds:
smiles	Giardia FBPA inh	Cycloheximide cs	Pf growth 96h	HCV inh	Pf growth 48h	Shiga toxin inh
COc1ccc(S(=O)(=O)N2CCCCC2)cc1NC(=O)[C@@H]1CCCN1C(=O)c1cccs1	x	x	u	-27%	u	x
O=C1CCCC2=C1C(c1cccnc1)Nc1ccccc1N2 (stereo unspecified)	-13%	2	11%	9%	19%	-10
CCOC(=O)n1c(=O)n(C)c2ccc(Cl)cc21	-1%	8	22%	3.2µM*	36%[activator]	2
COc1ccc(CCN2C(=O)CCC2(C)C(=O)NCc2cccnc2)cc1OC (stereo unspecified)	-1%	-4	u	-4%	2%	10
Cc1ccc(NC(=O)CSc2nc(=O)n(CCN3CCOCC3)c3c2CCCC3)cc1	x	x	u	12%	-23%	x
Cc1ncoc1C(=O)Nc1ncc([N+](=O)[O-])s1	18µM*	8	x	-9%	i	10
CC(C)c1ccc(/C=N/NC(=O)CN(c2cccc(Cl)c2Cl)S(C)(=O)=O)cc1	-5%	-3	79%[activator]	u	u	-2
CC(C)(SC(=S)N1CCCCCC1)C(=O)O	-1%	-2	27%	-8%	10%	-11
O=C(Nc1ccccc1)c1ccccc1OCc1ccc(S(=O)(=O)N2CCOCC2)cc1	5%	-2	-12%	10%	37%	-5
CCc1ccc2[nH]c(=O)c(CN(CCN(CC)CC)C(=O)NC3CCCCC3)cc2c1	7%	-8	-2%	-22%	u	-14
O=C(O/N=C1/CCCc2occc21)c1ccc(F)cc1	-13%	19	30%[activator]	12%	10%	35
CCCCCCCCCc1ccc(OCCOCCOCCOCCOCCOCCOCCOCCOCCO)cc1	-8%	x	u	x	8.5µM*	x
Cc1ccc(CNC(=O)c2cc(COc3c(F)cccc3F)on2)s1	5%	0	-4%	7%	30%[activator]	21
Cc1c(Br)c([N+](=O)[O-])nn1CC(=O)Nc1c(C)n(C)n(-c2ccccc2)c1=O	4%	1	2.9µM*	3%	17%	-8
COc1cc([N+](=O)[O-])ccc1NC(=O)Nc1ccc(C(=O)N2CCCC2)cc1	x	10	u	-9%	u	-3
O=C(COC(=O)/C=C/c1ccccc1[N+](=O)[O-])NC1CC1	-1%	10	-3%	11%	-2%	-7
Brc1ccc(-c2nnc3sc(CNC4CCCC4)cn23)cc1	-1%	-2	-11%	5%	-5%	-11
O=C(NCc1ccccc1)c1ccc(N2CCC3(CC2)CC(c2ccc(Cl)cc2)=NO3)c([N+](=O)[O-])c1	-2%	-1	u	4.5µM*	u	-9
O=C(CSc1nc2ccccc2[nH]1)N1CCN(C(=O)c2ccco2)CC1	-27%	1	5%	16%	26%	-9
Cc1nc2ncnn2c(C)c1CCC(=O)N1CCC2(CC1)OCCO2	5%	-4	u	8%	25%	-27

Remaining list, next part:
smiles	Giardia FBPA inh	Cycloheximide cs	Pf growth 96h	HCV inh	Pf growth 48h	Shiga toxin inh
CCOC(=O)Cn1c(=O)oc2cc(S(=O)(=O)NCc3cccs3)ccc21	10%	-3	13µM*	13%	x	-8
Cc1ccc(NC(=O)C(=O)c2c[nH]c3ccccc23)cc1	8%	33*	20%	-7%	69%[activator]	47*
CC(C)NC(=O)c1ccc2c(c1)nnn2C	2%	-1	58%[activator]	9%	20%	-7
Cc1nc(NC(=O)c2ccccc2)sc1-c1csc(Nc2cccc(F)c2)n1	-16%	13*	4.7µM*	x	u	62
COc1ccc2c(c1)CCCN2C(N)=Nc1ccc(Cl)cc1	1%	-7	u	u	u	-3
COc1ccccc1N1CCN(C(=O)c2cn(-c3ccccc3)nc2-c2cccnc2)CC1	3%	20	x	u	u	39*
COc1ccc(/C=C/C(=O)Nc2ccccc2)cc1OC	-10%	36*	191%[activator]	u	240%[activator]	127*
Cc1ccc(-n2c(CSc3nc(C)cc(C)n3)nnc2SCC(=O)N2CCCC2)cc1	5%	0	u	u	-29%	-22
Cc1cc2cc(CNC(=O)c3ccc4c(c3)OCO4)ccc2[nH]1	-3%	20*	45%[activator]	5%	7%	66
Cc1ccc(NC(=O)C2CCN(c3nc(C)cc(C)n3)CC2)cc1	2%	4	0%	-26%	u	9
CCCC/C(O)=C1\C(=O)CC(C)(C)CC1=NCCCCCC(=O)O	5%	2	u	11%	u	-24
c1ccc(SCc2cc(-c3ccccc3)no2)cc1	0%	39*	313%[activator]	0%	237%[activator]	82*
CC(=O)Nc1ccc(-c2cc(-c3ccc(NC(C)=O)cc3)nc(-c3ccccc3)n2)cc1	1%	-1	u	u	7%	15
CSc1ccc(S(=O)(=O)NC(C)c2ccccc2)cc1 (stereo unspecified)	1%	1	9%	0%	9%	38
CCOC(=O)c1nn(-c2ccc(C)cc2)cc1O	-7%	55*	24%	-3%	x	76*
COc1ccc(C(CNC(=O)c2oc3ccc(F)cc3c2C)N2CCCCC2)cc1 (stereo unspecified)	10%	-4	18%	11µM*	u	-2
O=C1NCCCC1C(=O)N/N=C/c1cccc([N+](=O)[O-])c1 (stereo unspecified)	1%	-3	11%	14%	3%	-3
CCCCN(C(=O)CSc1nnc(-c2ccco2)o1)c1c(N)n(Cc2ccccc2)c(=O)[nH]c1=O	3%	-3	u	-20%	u	-10
COc1cc(OC)c(/C=N/NC(=O)c2ccc(Cn3nc([N+](=O)[O-])cc3C)cc2)c(OC)c1	0%	-3	12%	18%	-5%	-2
CCC(C)(C)C1CCC2(CC1)NC(=O)N(CC(=O)N1CCN(C(=O)c3ccco3)CC1)C2=O (stereo unspecified)	x	x	-14%	u	u	x
COc1ccccc1-c1cn(C(C)(C)C)nc1C	3%	13	44%[activator]	-10%	20%	58
NNC(=O)c1oc2nc(-c3ccccc3)cc(-c3ccccc3)c2c1N	18%	-3	u	1%	x	-4
